# Screening data (PubChem)
# RSV antiviral HEp-2 – RSV antiviral activity via CPE protection, HEp-2 cells, primary 10 µM value included (AID 2391). HEp-2 cells, RSV-induced CPE inhibition; higher % means a stronger effect. actives 0.13% (n = 310,000). one-dose CPE inhibition, % at 10 µM; IC50 in µM for titrated hits; in the data active = a potency from the dose series; inconclusive = CPE inhibition mostly from about 23% at the one dose, without a potency; inactive = the rest, 99 in 100 with CPE inhibition below about 21%; also: strong numbers were not always called active
# West Nile virus CPE – West Nile virus antiviral activity, cell-based, CPE readout (AID 1621); West Nile virus-infected cells, CPE inhibition; higher % means a stronger effect; CPE inhibition, % at 10 µM, or IC50 in µM where a hit was titrated; actives 0.02% (n = 290,000); in the data active = a potency from the dose series; inconclusive = CPE inhibition mostly from about 3.7% at the one dose, without a potency; inactive = the rest, 99 in 100 with CPE inhibition below about 2.2%; also: strong numbers were not always called active
# Salmonella PhoP GFP – PhoP-dependent GFP reporter repression – Salmonella Typhimurium, primary screen (AID 1863) | S. Typhimurium PhoP-regulated promoter GFP reporter, 4 h; higher % means a stronger effect | inhibition, % at 50 µM, or IC50 in µM where a hit was titrated | actives 0.16% (n = 300,000);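 active = inhibition over 29.93%, a cutoff 3 SD above the screen mean, later confirmed by dose response; inconclusive = inhibition over 29.93% but no dose response follow-up; inactive = inhibition at most 29.93% or unconfirmed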;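 also: 0% = low Mg2+ inducing control and 100% = high Mg2+ repressing control; strong numbers were not always called active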
# b-catenin transl – alters nuclear translocation of beta-catenin in HeLa cells; actives 0.3% (n = 190,000); nuclear translocation activity, % at 5 µM; immunofluorescence imaging;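 active = nuclear translocation activity above 50% at 5 µM, with a well cell count of 50 or more; inconclusive = wells under 50 cells across six images, flagged as toxic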;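 also: per-cell ratio of nuclear to cytoplasmic median beta-catenin stain intensity; plate controls were DMSO negative control for no effect and GSK-3 inhibitor IX positive control for full effect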
#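 Test system: HeLa cells, endogenous beta-catenin; Compound: single 5 µM dose plus 0.02–20 µM confirmation series; Times: compound exposure 24 h at 37°C; Signal: fluorescence imaging of beta-catenin antibody stain plus DAPI; Read-out: % activation, nuclear-to-cytoplasmic median beta-catenin signal ratio per cell.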
# WT yeast gro inh – growth inhibition of WT yeast, mitochondrial fusion screen; mitochondrial fusion phenotypic screen, WT strain; inhibition, % at 10 µM; actives 2.1% (n = 190,000); AID 1362; in the data active = inhibition above about 58%; tested in S. cerevisiae
# Myeloid diff 2 – myeloid differentiation induction | AID 624256 | calls only at 10 µM | ER-HoxA9 myeloid progenitors, lysozyme-GFP differentiation, flow cytometry | actives 1% (n = 360,000);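 active = normalized GFP-positive differentiation at or above the plate's own cutoff, the solvent-only control mean plus 3 SD; inconclusive = no clear call, values can overlap the other calls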;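 also: cells exposed to compound for four days before flow analysis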
# Large T inhibition – SV40 large T antigen inhibitors, biochemical (AID 1903). SV40 large T antigen ATPase/helicase inhibition assay; higher % means a stronger effect. one-dose inhibition, % at 20 µM; IC50 in µM for titrated hits. actives 0.39% (n = 310,000); in the data active = a potency from the dose series; inconclusive = inhibition mostly from about 32% at the one dose, without a potency; inactive = the rest, 99 in 100 with inhibition below about 32%; also: strong numbers were not always called active
# Rac1 GTP hydrolysis – MgcRacGAP GTPase-activating activity inhibitors, confirmation, biochemical, ADP Hunter fluorescence; MgcRacGAP-stimulated Rac1 GTP hydrolysis, ADP Hunter fluorescence; higher % means a stronger effect; GST-tagged Rac1 F28L mutant substrate; inhibition, % at 30 µM, or IC50 in µM where a hit was titrated; actives 0.6% (n = 340,000); AID 624330;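 active = first-screen hits whose inhibition reached a set limit at any dose in the follow-up dose series; inconclusive = inhibition above the set first-screen limit but never retested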;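 also: fluorescence reports GDP produced by GAP-driven GTP hydrolysis; strong numbers were not always called active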
# T cell HTS – T cell immune modulation candidate; calls only at 7 µM; actives 0.068% (n = 330,000); 2C CD8+ T cell-vesicle binding, flow cytometry; stronger effect = lower value;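 active = response, share of CD8 T cells binding vesicles, and their 90th percentile fluorescence all below set limits, cut at about 80% in these data, passing the limit was not always enough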
#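 Also added: QL9-peptide-loaded Drosophila micro-vesicles bearing Ld, ICAM-1 and B7-1; Test system: purified 2C TCR transgenic mouse naive CD8+ T cells; Measured by: cytometric PE anti-B7-1 and Alexa647 anti-CD8 signals after 1% paraformaldehyde fixation; Timing: binding step 1.5 h, 37 °C, antibody labelling 20 min, ice.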
# WT yeast gro inh mutant strain – second read-out of WT yeast gro inh, no call of its own (marks repeat the call); inhibition, %; mitochondrial fusion phenotypic screen, mutant strain inhibition
# b-catenin transl cell count 5 µM – second read-out of b-catenin transl, no call of its own (marks repeat the call); cell count; measured here: cell count, cytotoxicity flag
# T cell HTS vesicle-bound % – second read-out of T cell HTS, no call of its own (marks repeat the call); double positive events, %; measured here: CD8+ vesicle-bound cell fraction;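 binding gate set so that unloaded-vesicle control wells show 10% double positive cells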
# Myeloid diff 2 GFP+ MAC1+ % – further read-out of Myeloid diff 2, marked with its call; GFP+ MAC1+ double positive, %; measured here: differentiation confirmed by MAC1 staining
# An asterisk follows results filed as active; i = inactive; ? = inconclusive; / = no result given; & = joins results of further samples.
SMILES,RSV antiviral HEp-2,West Nile virus CPE,Salmonella PhoP GFP,b-catenin transl,b-catenin transl cell count 5 µM,WT yeast gro inh,WT yeast gro inh mutant strain,Myeloid diff 2,Myeloid diff 2 GFP+ MAC1+ %,Large T inhibition,Rac1 GTP hydrolysis,T cell HTS,T cell HTS vesicle-bound %
CC(OC(=O)c1cc(=O)[nH]c2ccccc12)C(=O)NC1CCCCC1C (centres undefined),-1.9%,/,-2%,/,/,/,/,i,1.2,9%,8%,i,19
CC(=O)NC1c2ccccc2C(=O)N1Cc1ccccc1 (centres undefined),2.5%,-1.1%,-6%,/,/,/,/,i,0.1,22%,8%,i,30
O=c1cc(O)c2sc3nc4c(c(C(F)(F)F)c3c2[nH]1)CCCCC4,0.2%,0.0%,1%,-0.4,1302,/,/,i,0.4,26%,13%,i,20
Cc1ccc(CNC(=O)C(N=C2NS(=O)(=O)c3ccccc32)C(C)C)cc1 (centres undefined),1.5%,/,/,/,/,/,/,i,2.0,/,3%,i,48
Cc1cccc(S(=O)(=O)c2c(N)n(/N=C/c3cccnc3)c3nc4ccccc4nc23)c1,1.4%,0.0%,3%,-6.1,922,4,-8,i,0.5,17%,3%,i,15
CCC(=O)N1CCc2cc(S(=O)(=O)N3CCN(c4cc(C)ccc4C)CC3)ccc21,4.3%,0.4%,12%,/,/,/,/,i,2.9,13%,-25%,i,29
Cc1ccccc1CN1CCNC(=O)C1CC(=O)O (centres undefined),0.9%,0.1%,-1%,-0.1,1057,-1,-4,i,1.2,20%,-5%,i,37
CC(C)(C)OC(=O)n1cc(C(=O)c2ccccc2O)cn1,0.1%,0.0%,-4%,/,/,/,/,i,1.3,10%,6%,i,21
COCC(C)NC(=O)COCc1cc(-c2ccc3c(c2)OCO3)on1 (centres undefined),-1.5%,-0.5%,-6%,/,/,/,/,i,0.4,18%,7%,i,34
CC(C)(C)OC(=O)NCCc1nnc(SCc2c(Cl)cccc2Cl)o1,13%,-0.2%,-10%,-3.3,1128,5,18,i,1.5,12%,1%,i,28
CCN(CC)CCCOc1nc(C)nc2c1oc1ccccc12,/,-0.5%,?,0.1,979,-3,16,i,0.6,-2%,13%,/,/
CC(=O)Nc1cccc(NC(=O)CCn2cnc3cc(C)c(C)cc32)c1,-0.9%,0.7%,28%,-3.8,937,8,-8,i,0.6,-3%,2%,i,33
CCn1ccnc1[C@@H]1C[C@H]2CN(c3ccccc3OC)C(=O)[C@]23CCCN13,3.1%,-0.2%,0%,-1.3,989,3,6,i,0.4,-3%,-3%,i,59
COc1ccc(-c2nn(-c3ccccc3)cc2/C=N/n2cnnc2)cc1OC,0.3%,0.6%,2%,/,/,5,1,i,0.8,3%,12%,i,22
CCCCNS(=O)(=O)c1ccc2nc(SCC(=O)c3ccc(C#N)cc3)[nH]c2c1,3.4%,0.3%,9%,-7.7,950,3,5,i,1.0,13%,11%,i,43
C/C(CC(=O)Nc1ccc(Cl)cn1)=N\NC(=O)Cc1cccs1,/,0.1%,-8%,0.4,1304,/,/,i,0.4,25%,-7%,i,36
COCCCNC1=C(Cl)C(=O)c2ccccc2C1=O,2.5%,1.5%,-3%,2.3,1273,/,/,i,0.1,16%,8%,i,29
O=C(N/N=C/c1ccc(OC2CSC2)cc1)c1ccccc1,2.6%,-0.6%,-2%,-2.4,1442,3,14,i,6.7,-2%,6%,i,17
CC(C)(Oc1ccc(Cl)cc1)C(=O)OCC(=O)N1CCCC1,0.2%,0.4%,9%,-0.1,915,-4,-7,i,0.8,3%,8%,i,23
O=C1CC(C(=O)N2CCN(S(=O)(=O)c3cccc(F)c3)CC2)CN1Cc1ccccc1Cl (centres undefined),0.2%,/,-1%,/,/,/,/,i,1.1,11%,9%,i,16
CCOc1ccc(C(O)Cn2c(=N)n(CCN3CCCCC3)c3ccccc32)cc1 (centres undefined),-2.1%,-1.3%,2%,-4.2,1167,-17,-6,i,4.4,12%,3%,i,6
CCC(ONc1ccccc1C(F)(F)F)(C(=O)NN(C)C)c1ccccc1 (centres undefined),0.6%,/,/,/,/,/,/,i,1.1,/,7%,i,36
NS(=O)(=O)c1ccc(CCNc2ccccc2[N+](=O)[O-])cc1,1.2%,-0.5%,6%,/,/,/,/,i,2.7,5%,11%,i,27
CC(C)(C)NS(=O)(=O)c1ccc(NS(C)(=O)=O)cc1,1.4%,-0.3%,-8%,/,/,-49,-38,i,0.9,9%,4%,i,36
O=C(NCCCN1CCOCC1)c1ccc2c(c1)N(Cc1ccccc1)C(=O)c1ccccc1S2,-0.7%,-0.2%,3%,/,/,/,/,i,1.9,4%,11%,i,35
CCOC(=O)C1CCCN(C(=O)c2cc(Cl)ccc2Cl)C1 (centres undefined),-0.1%,?,-1%,-6.4,998,-20,-2,i,2.4,7%,2%,i,35
CCC(C)c1ccc(S(=O)(=O)N2CCN(C(=O)COc3ccc4c(C)cc(=O)oc4c3)CC2)cc1 (centres undefined),5.7%,-0.8%,-7%,/,/,13,5,i,1.0,7%,18%,i,50
CCN(CC)CCCNC(=S)N(Cc1cccnc1)Cc1cc2cccc(C)c2[nH]c1=O,-0.4%,0.2%,-3%,0.2,1007,0,8,i,0.2,4%,3%,i,66
COc1ccc(N(C(=O)c2cccc([N+](=O)[O-])c2)S(=O)(=O)c2cccs2)cc1,0.5%,-0.5%,-4%,0.6,1568,20,-3,i,0.3,12%,10%,i,67
COc1ccccc1NC(=O)COC(=O)CCn1c(C)csc1=O,0.4%,/,-6%,/,/,/,/,i,0.4,18%,5%,i,50
CCOc1ccc(NC(=O)N(CCCN2CCOCC2)Cc2cccnc2)cc1,2.3%,-0.1%,4%,/,/,15,19,i,1.6,13%,8%,i,26
Cc1cccnc1N(C(=O)Nc1cccc(Cl)c1)C1=NCC(C)(C)S1,-0.1%,-0.1%,9%,-2.7,578,0,-15,i,0.1,8%,-4%,i,35
C=CCOc1ccc(C2N3CC4(CC)CN2CC(CC)(C3)C4=O)cc1 (centres undefined),1.0%,-0.4%,5%,-2.8,1163,20,-51,i,0.7,6%,5%,i,36
CCC(=O)N(c1nnc(SCC(=O)Nc2ccc(N3CCOCC3)cc2)s1)C1CC1,1.2%,/,/,/,/,/,/,i,1.4,/,5%,i,34
O=C(Nc1cccnc1)c1scc2c1OCCO2,0.2%,1.0%,6%,-3.3,1015,-2,-14,i,0.3,1%,12%,i,33
Cc1ccc(-n2c3c(cc(C(=O)NC4CCSC4=O)c2=O)C(=O)CC(C)(C)C3)cc1 (centres undefined),-0.4%,1.3%,5%,-3.2,1248,2,-4,i,5.0,10%,2%,i,34
O=S(=O)(c1ccc(F)c(F)c1)N1CCCc2ccccc21,5.4%,-0.3%,-3%,/,/,/,/,i,0.7,5%,7%,i,31
Cc1ccc(/C=C/C(=O)Nc2cccnc2)o1,0.8%,0.9%,-16%,-3.1,481,-12,10,i,1.0,14%,12%,i,43
CCOC(=O)CCc1c(C)c2ccc(OC(C)C(=O)OCC)c(C)c2oc1=O (centres undefined),-0.2%,0.9%,5%,-1.1,1098,/,/,i,3.1,0%,3%,i,46
N#CC(c1ccc(Cl)cc1)c1cccc(Cl)n1 (centres undefined),10%,-0.7%,-4%,1.7,995,-3,-13,i,0.5,-2%,7%,i,54

# Compound profiles (already shown):
# Record of COc1ccccc1NC(=O)COC(=O)CCn1c(C)csc1=O = RSV antiviral HEp-2: 0.4%; West Nile virus CPE: /; Salmonella PhoP GFP: -6%; b-catenin transl: /; b-catenin transl cell count 5 µM: /; WT yeast gro inh: /; WT yeast gro inh mutant strain: /; Myeloid diff 2: i; Myeloid diff 2 GFP+ MAC1+ %: 0.4; Large T inhibition: 18%; Rac1 GTP hydrolysis: 5%; T cell HTS: i; T cell HTS vesicle-bound %: 50
# Record of CCOC(=O)C1CCCN(C(=O)c2cc(Cl)ccc2Cl)C1 (centres undefined) = RSV antiviral HEp-2: -0.1%; West Nile virus CPE: ?; Salmonella PhoP GFP: -1%; b-catenin transl: -6.4; b-catenin transl cell count 5 µM: 998; WT yeast gro inh: -20; WT yeast gro inh mutant strain: -2; Myeloid diff 2: i; Myeloid diff 2 GFP+ MAC1+ %: 2.4; Large T inhibition: 7%; Rac1 GTP hydrolysis: 2%; T cell HTS: i; T cell HTS vesicle-bound %: 35

# (continued)
SMILES,RSV antiviral HEp-2,West Nile virus CPE,Salmonella PhoP GFP,b-catenin transl,b-catenin transl cell count 5 µM,WT yeast gro inh,WT yeast gro inh mutant strain,Myeloid diff 2,Myeloid diff 2 GFP+ MAC1+ %,Large T inhibition,Rac1 GTP hydrolysis,T cell HTS,T cell HTS vesicle-bound %
CCCC1Cc2nc(N3CCCCC3)c(C#N)cc2CO1 (centres undefined),0.8%,0.8%,-1%,-0.3,939,13,18,i,6.2,23%,5%,i,40
Cc1ccc(C(C)(C)C)c(OCCCCN2CCCC2)c1,-1.2%,-1.1%,5%,/,/,13,-3,i,1.0,18%,22%,i,60
O=[N+]([O-])CC(c1ccc(F)cc1)c1c[nH]c2ccccc12 (centres undefined),-1.2%,3.3%,17%,/,/,/,/,i,0.9,16%,9%,i,35
O=C(O)CC(=O)NC12CC3CC(CC(C3)C1)C2,4.2%&2.4%,0.4%&0.1%,-7%&1%,-2.9,1220,-2&6,-3&9,i,1.1&4.5,-3%&-3%,8%&4%,i,18&30
COc1ccc(NC(=O)CSc2nnc(-c3ccccn3)n2N)cc1Cl,0.5%,-0.4%,7%,-1.7,961,7,13,i,7.0,5%,0%,i,22
O=C1CN(C(=O)CN2CCOCC2)C(c2ccccc2)c2cc(Br)ccc2N1 (centres undefined),-0.1%,-0.2%,-4%,/,/,9,-4,i,1.8,5%,15%,i,33
Cn1c(SCc2ccccc2)nnc1-c1ccc2nonc2c1,2.9%,-0.3%,-9%,1.6,1287,/,/,i,0.5,-1%,-2%,i,29
